BRCA1 expr up: activators of BRCA1 expression; Potency, µM (series often up to 46.1 µM), for inactives: top-dose activation, actives largely listed as activators; MCF7-BRCA1-FFLuc reporter, luminescence, 48 h; response scale: scaled: vehicle 0%, 10 µM genistein 100%; hit rate 1.1% among 380,000; active = well fitted activation curve with a large enough effect; inconclusive = small, poorly fitted or top-dose-only effect; inactive = no such curve, though single readings can be large or run the other way; also: nearly all actives have a fitted effect of over 80% in size; some results filed as inactive show a strong effect at the top dose
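MCF7-BRCA1-FFLuc cells, 2000/well in phenol-red-free MEM, attached 2 h then treated 48 h at 37 C. Luciferase luminescence read 15 min after reagent; normalized to genistein maximum activation (10microM) and DMSO, concentration-response fitted.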
* = called active by the depositor; ? = inconclusive. Potency is read from the fitted curve at half-maximal effect.

SMILES | BRCA1 expr up
Cc1cc(Cl)ccc1OC(C)C(=O)Nc1cccc(S(=O)(=O)N2CCOCC2)c1 (centres undefined) | -19%
CCOc1cc(/C=N/Nc2ccc(S(=O)(=O)Nc3ccccc3C(=O)O)cc2[N+](=O)[O-])cc(Cl)c1O | 1%
COc1ccc(-c2cc(NC=O)c3ncc(-c4cccc(C(=O)NCCN(C)C)c4)n3c2)cn1 | -13%
CC12CCC3c4ccc(O)c([N+](=O)[O-])c4CCC3C1CCC2=O (centres undefined) | -27%
CCc1ccccc1NC(=O)CCC(=O)N1CCN(C(C)=O)CC1 | 14%
CSc1ccc(OC2(C)CCN(Cc3ccc4c(c3)OCCO4)C2)cc1 (centres undefined) | 0%
CCOC(=O)C1=C[C@@H](C(C)(C)C)N(S(=O)(=O)c2ccc(C)cc2)[C@H]1c1ccc(C)cc1 | -31%
O=C1NC[C@H](CCCCN2CCN(CCc3ccccc3)C(=O)C2=O)N(CC2CCCCC2)C1=O | 0%
CN(C)c1ccc(CNC(=O)C2Cc3c(-c4cccc(C(N)=O)c4)ccnc3O2)cc1 (centres undefined) | -27%
C[C@H](O)[C@@H]1CN2CCc3c([nH]c4ccccc34)[C@@H]2C[C@@H]1N(C)C(=O)Nc1ccc(F)cc1 | -15%
CNC(=S)N1CCC(C(=O)c2ccc(Cl)cc2)CC1 | 11%
CC(=O)NC(c1ccccc1)c1nc(-c2cccc(C#N)c2)cs1 (centres undefined) | -4%
CCOC(=O)c1ccc(-c2ccc(N3C(c4cccc(OC)c4)=Cc4ccc(F)cc4C3CC(C)=O)cc2)cc1F (centres undefined) | -1%
Cc1ccc(Cc2c(-c3ccco3)nc3ccc(C)cn23)cc1 | ?
C#CC1(N2CCCCC2)CCCCC1 | 7%
CC(=O)Nc1ccc(C(=O)N2CCCCC2c2cc(C(=O)Nc3ccccc3)no2)cc1 (centres undefined) | 27%
CN(C)c1cccc(-c2nnc(SCC(=O)NCc3ccco3)n2C)c1 | 13%
COc1ccc(C(O)c2nc(-c3cnn(C)c3)cs2)cc1 (centres undefined) | -9%
COc1ccccc1C#CC1=CC(=O)CC(C)(C)C1 | -15%
c1cc(-c2cc3c(o2)CCCC3OCCN2CCOCC2)cs1 (centres undefined) | 0%

Next part, starting with the last two of the part before.
SMILES | BRCA1 expr up
COc1ccccc1C#CC1=CC(=O)CC(C)(C)C1 | -15%
c1cc(-c2cc3c(o2)CCCC3OCCN2CCOCC2)cs1 (centres undefined) | 0%
CC(C)NC(=O)c1ccc2sc([C@H]3C[C@H](O)[C@@H](CO)O3)nc2c1 | 0%
Cn1nc(C(C)(C)C)cc1C(=O)N1CCCCC1c1cc(C(=O)Nc2cccc3c2CCCC3)no1 (centres undefined) | -8%
CC(=O)Nc1cnc(-c2ccccc2O)cn1 | 52%
Cc1cccc(C)c1-n1nnnc1C1(C)CCC(=O)N1CCCn1ccnc1 (centres undefined) | 5%
O=C(NCCO)c1cccc(-c2cnc3cccnn23)c1 | -7%
C=CCNc1ncnc2c1ncn2[C@H]1CN(Cc2ccc(F)cc2)C[C@@H](CO)O1 | 18%
COC(=O)c1ccc2nc(-c3ccc(C)cc3)c(Cc3cccc(Cl)c3)n2c1 | -32%
C[C@@H]1CN([C@H](C)CO)C(=O)c2cc(Br)cnc2O[C@H]1CN(C)Cc1cccnc1 | 9%
O=C(O)c1[nH]c(-c2ccccc2)c2c1C(=O)N(C1CC1)C2=O | -6%
CCCOc1ccc(F)cc1-c1cc(C(=O)Nc2ccc(F)cc2)[nH]n1 | -45%
C=C1C=C(C(F)F)n2ncc(C(=O)Nc3ccc(Br)cc3C(F)(F)F)c2N1 | 60%
c1cc(-c2ccc(CN3CCOCC3)cc2)n2ccnc2c1 | 31%
Cc1ccc(F)cc1C(=O)N1CCOCC1c1cc(C(=O)Nc2ccccc2)no1 (centres undefined) | 7%
Cc1ccccc1NS(=O)(=O)c1ccc(S(=O)(=O)N2CCCC2)cc1 | -8%
CC(O)(c1cccc(F)c1)c1nc(-c2cnc3ccccc3c2)cs1 (centres undefined) | 11%
CCc1cc(-c2nnn(CCC3COCCO3)c2CC)cc(CC)c1-c1cn(Cc2ccccc2)nn1 (centres undefined) | -15%
CC1=Nc2ccccc2/C1=C/c1ccc(N(C)C)cc1 | -39%
COc1cc(OC)c(/C=C/c2c3ccccc3cc[n+]2C)c(OC)c1 | -62%
O=C(NCc1cccs1)c1cccc2c(-c3cccnc3)coc12 | 11%
CCC(C)NC(=O)c1ccc(N2CC3CC(C2)c2cccc(=O)n2C3)c(NC(=O)c2c(F)cccc2F)c1 (centres undefined) | -7%
CS(=O)(=O)Nc1cccc(-c2cc(NC=O)c3ncc(-c4ccc(F)cc4)n3c2)c1 | -69%
OC(Cc1ccc2ccccc2n1)c1c(Cl)cccc1Cl (centres undefined) | 33%
C[C@@H]1CN([C@@H](C)CO)S(=O)(=O)c2ccc(Br)cc2O[C@H]1CN(C)C(=O)Cc1cccnc1 | 1%
COc1cccc(-c2cnc3c(NC=O)cc(-c4cccc(NC(C)=O)c4)cn23)c1 | -56%
CCC(c1nnnn1-c1ccc(OC)cc1)N1CCN(C/C=C/c2ccccc2)CC1 (centres undefined) | -30%
CC1(C)CC(=O)C(CC(=O)c2ccccc2)=C(NN=C(N)N)C1 | 0%
CSCC[C@H](CO)NC(=O)[C@H]1O[C@@H](n2cnc3c(N)ncnc32)[C@H](O)[C@@H]1O | -37%
C[C@@H]1CN([C@@H](C)CO)C(=O)c2cc(Br)cnc2O[C@H]1CN(C)C(=O)CCN1CCCCC1 | 5%
O=C(Nc1ccc2c(c1)OCCO2)C(c1ccnc2ccccc12)N1CCN(C/C=C/c2ccccc2)CC1 (centres undefined) | -39%
Cc1ccc(-n2sc3cc(F)ccc3c2=O)c(C)c1 | -19%
CS(=O)(=O)c1ccc(Nc2nc(C(N)CCc3ccccc3)cs2)cc1 (centres undefined) | -21%
Nc1ncnc2nnsc12 | 16%
NC(=O)c1[nH]cnc1N=NN(CCO)Cc1ccccc1 | 2%
O=C1OCC/C1=C\NCCCN/C=C1\CCOC1=O | -16%
CC1(Cc2ccccc2OC(F)(F)F)C(=O)Nc2c(Cl)ccc(Cl)c21 (centres undefined) | -18%
COc1cc2nn(-c3ccccc3N)nc2cc1OC | 92%
O=C(NCc1ccc(F)cc1F)[C@@H]1CCCN1C(=O)[C@@H]1CCCN1 | 11%
COc1ccc(S(=O)(=O)NC(=O)C2(C)CCN2C(=O)CC2CC2)cc1 (centres undefined) | 9%
CCOc1ccccc1-c1cnc(NC)cn1 | 43%
CCOC(=O)c1c2c(n3ccccc13)C(=O)c1ccccc1C2=O | 5%

Some of the entries so far, in markdown:
| SMILES | BRCA1 expr up |
| --- | --- |
| O=C(Nc1ccc2c(c1)OCCO2)C(c1ccnc2ccccc12)N1CCN(C/C=C/c2ccccc2)CC1 (centres undefined) | -39% |
| Cc1ccc(-n2sc3cc(F)ccc3c2=O)c(C)c1 | -19% |
| CS(=O)(=O)c1ccc(Nc2nc(C(N)CCc3ccccc3)cs2)cc1 (centres undefined) | -21% |
| Nc1ncnc2nnsc12 | 16% |
| NC(=O)c1[nH]cnc1N=NN(CCO)Cc1ccccc1 | 2% |
| O=C1OCC/C1=C\NCCCN/C=C1\CCOC1=O | -16% |

Nothing new here: entries from further up.
SMILES | BRCA1 expr up
CS(=O)(=O)Nc1cccc(-c2cc(NC=O)c3ncc(-c4ccc(F)cc4)n3c2)c1 | -69%
OC(Cc1ccc2ccccc2n1)c1c(Cl)cccc1Cl (centres undefined) | 33%
C[C@@H]1CN([C@@H](C)CO)S(=O)(=O)c2ccc(Br)cc2O[C@H]1CN(C)C(=O)Cc1cccnc1 | 1%
COc1cccc(-c2cnc3c(NC=O)cc(-c4cccc(NC(C)=O)c4)cn23)c1 | -56%
CCC(c1nnnn1-c1ccc(OC)cc1)N1CCN(C/C=C/c2ccccc2)CC1 (centres undefined) | -30%
CC1(C)CC(=O)C(CC(=O)c2ccccc2)=C(NN=C(N)N)C1 | 0%

Continued.
SMILES | BRCA1 expr up
CC(C)n1c(=O)c2ccccc2n1Cc1cn(-c2ccc(Cl)cc2)nn1 | -20%
CCCCN1CCCCC1(C)C(=O)NCc1cccc(OC)c1 (centres undefined) | 21%
COc1ccc2nc(C)cc(Nc3ccccc3OC)c2c1 | -49%
COc1ccc(Br)c(C(=O)N2CCCC2(C)C(=O)NCC(C)C)c1 (centres undefined) | 6%
NC(=O)c1cccc(Nc2nc(C(N)COCc3ccccc3)cs2)n1 (centres undefined) | -27%
CN(C)CCN1CCN(C2CN(Cc3cn(Cc4ccccc4C(F)(F)F)nn3)S(=O)(=O)C2)CC1 (centres undefined) | -1%
O=C(Cn1sc2ccccc2c1=O)Nc1ccc(Cl)cc1 | -14%
Cc1cnc(C(=O)OCC(=O)c2cc(C)n(CCc3ccc(F)cc3)c2C)cn1 | -5%
COc1ccc(S(=O)(=O)N(C)C[C@@H]2OCc3cnnn3CCCC(=O)N([C@@H](C)CO)C[C@@H]2C)cc1 | 7%
COc1ccc(Cl)cc1Cn1c(C)c(C(=O)NCc2cccc([N+](=O)[O-])c2)sc1=O | -1%
O=C1OCCOC2CCCc3oc(-c4ccccc4)c1c32 (centres undefined) | 22%
CNc1ccc2ncc(-c3ccccc3C(C)=O)n2n1 | 0%
Cc1ccc(NC(=O)c2cc3c([nH]c2=O)CC(c2ccccc2)CC3=O)cc1 (centres undefined) | 0%
O=S1(=O)CC(N2CCC(Cc3ccccc3)CC2)CN1C1CCCCC1 (centres undefined) | -6%
O=C(NCCO)/C(=C\c1cccc([N+](=O)[O-])c1)NC(=O)c1cccs1 | 5%
Cc1ccc(NC(=O)c2ccc3c(c2)CCN3S(C)(=O)=O)cc1 | 67%
O=C(COC(=O)c1ccccc1)NCC1COc2ccccc2O1 (centres undefined) | -1%
COc1ccc(-c2ccc(CN3C(CC(C)C)C(=O)N(Cc4cn(CCC5OCCO5)nn4)CCS3(=O)=O)cc2)cc1OC (centres undefined) | -27%
O[C@H]1C[C@H](c2ccc(Cl)cc2)N(Cc2cccs2)C[C@@H]1n1cc(-c2ccc(F)cc2)nn1 | -74%
CC(=O)Nc1ccc(-c2noc(-c3csc([C@@H]4C[C@H](O)[C@@H](CO)O4)n3)n2)cc1 | 55%
Cc1ccc(Cc2c(-c3ccccc3)nc3c(C)cc(Br)cn23)cc1 | 0%
O=C(C[C@H]1C[C@@H]2c3cc(NS(=O)(=O)c4ccccc4)ccc3O[C@@H]2[C@H](CO)O1)N1CCOCC1 | 7%
CC1(C(=O)Nc2cnc3ccccc3c2)CCN1Cc1ccc2ccccc2c1 (centres undefined) | 6%
COc1ccc2c(c1)CCC2=O | 5%
O=C(NCc1ccccc1Cl)c1[nH]c(C(F)(F)F)nc1-c1ccccc1 | -1%
C[C@H]1CN([C@@H](C)CO)C(=O)CCCn2nncc2CO[C@H]1CN(C)C(=O)Nc1ccnc(N2CCOCC2)c1 | 3%
C=C1C=C(C(F)F)n2ncc(C(=O)NCCc3ccc(Cl)cc3)c2N1 | 2%
O=C(O)C1CC(Br)C(Br)CC1C(=O)O (centres undefined) | 1%
CCCS(=O)(=O)NC(=O)C1(C)CCN(C(=O)c2cc(F)ccc2C)C1 (centres undefined) | 7%

From PubChem

Some of the compounds tested; the hit share may differ from the screen's.
